PriA SSB inh = K. pneumoniae PriA-SSBct interaction inhibition | 0.6% of 430,000 active | inhibition, % at 33 µM | AID 1272365 | AlphaScreen SSBct-PriA binding, biotinylated peptide; in the data active = inhibition mostly above about 37%, no sharp cut-off; inactive = mostly below about 20%;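 also: plate controls were negative control peptide for no effect and reference peptide for full effect; strong numbers were not always called active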
PrPC surface inh = reduces human prion protein on the cell surface; cell surface PrPC, TR-FRET read-out; AID 720596; 0.43% of 370,000 active; inhibition, % at 13.8 µM; P04156; in the data active = inhibition above about 24%; also: 0% = median of the test wells and 100% = reference compound wells
BoNT-A LC inh2 = blocks Botulinum neurotoxin A light chain protease; multiplex microsphere protease substrate cleavage, flow cytometry; inhibition, % at 10 µM; 0.17% of 360,000 active; AID 588499; also: plate controls were buffer without enzyme for full effect and enzyme alone for no effect
Anthrax LF inh2 = blocks Bacillus anthracis lethal factor protease. P15917. multiplex microsphere protease cleavage assay, LF. inhibition, % at 10 µM. 0.12% of 360,000 active. AID 588501; also: plate controls were buffer without enzyme for full effect and enzyme alone for no effect
Target sequence (P15917 whole entry, looked up): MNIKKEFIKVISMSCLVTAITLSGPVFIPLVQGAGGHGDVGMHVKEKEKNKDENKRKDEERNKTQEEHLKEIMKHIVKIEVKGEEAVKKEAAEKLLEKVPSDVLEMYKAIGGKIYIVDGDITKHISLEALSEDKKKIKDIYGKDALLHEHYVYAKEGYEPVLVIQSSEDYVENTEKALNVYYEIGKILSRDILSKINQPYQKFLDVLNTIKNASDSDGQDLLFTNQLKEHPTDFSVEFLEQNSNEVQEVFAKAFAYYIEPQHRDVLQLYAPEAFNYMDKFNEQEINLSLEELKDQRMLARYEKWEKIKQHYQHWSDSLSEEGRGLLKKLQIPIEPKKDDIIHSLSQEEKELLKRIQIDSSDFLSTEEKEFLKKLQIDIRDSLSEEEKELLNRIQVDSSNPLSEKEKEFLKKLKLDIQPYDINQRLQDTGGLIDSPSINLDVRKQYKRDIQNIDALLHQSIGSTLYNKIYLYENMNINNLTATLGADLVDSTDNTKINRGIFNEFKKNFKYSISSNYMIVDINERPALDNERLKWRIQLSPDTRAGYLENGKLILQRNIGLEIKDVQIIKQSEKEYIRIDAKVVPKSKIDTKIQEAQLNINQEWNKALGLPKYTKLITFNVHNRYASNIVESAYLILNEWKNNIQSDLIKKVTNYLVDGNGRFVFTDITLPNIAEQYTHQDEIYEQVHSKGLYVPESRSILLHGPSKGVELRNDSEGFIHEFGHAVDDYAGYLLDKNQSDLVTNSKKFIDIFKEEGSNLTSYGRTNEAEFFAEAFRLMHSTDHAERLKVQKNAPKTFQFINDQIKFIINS
TcdB GH inh = TcdB glycohydrolase inhibition; P18177; TcdB glycohydrolase enzymatic assay, plate reader; inhibition, % at 9.99 µM; 0.24% of 350,000 active; in the data active = inhibition above about 10%
Y pestis TopoI = Y. pestis Topo-I inhibition via cleavage products | AID 504884 | 0.064% of 360,000 active | Y. pestis Topo-I cleavage product accumulation, plate reader | activity, % at 10 µM; in the data active = activity above about 50%, passing the limit was not always enough; inconclusive = no clear call, values can overlap the other calls; also: inactives centre near 2
PfHsp40 rescue = compounds rescuing yeast from Plasmodium falciparum HSP40 toxicity; S. cerevisiae expressing PfHsp40, growth rescue, ATP luminescence; growth rescue, % at 12.5 µM; 0.68% of 340,000 active; AID 504582; in the data active = growth rescue above about 28%, passing the limit was not always enough; inconclusive = no clear call, values can overlap the other calls;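 also: yeast W303a lacking pdr1 and pdr3 grown in galactose medium; growth measured after three days at 30 °C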
Vc quorum ag = induces V. cholerae light production without autoinducers. activation, % at 18.7 µM. V. cholerae BH1578 lux reporter, luminescence, 6 h. AID 588436. 0.16% of 350,000 active; in the data active = activation mostly above about 9.7%, no sharp cut-off; inconclusive = no clear call, values can overlap the other calls; inactive = mostly below about 3.7%; also: not every result past the cut was called active; inactives centre near 0; reference of the scale not given here
3CLpro inhibitor = SARS-CoV 3CLpro protease inhibition. 0.14% of 290,000 active. recombinant SARS-CoV 3CLpro, quenched FRET peptide cleavage. P0C6X7. inhibition, % at 6 µM. AID 1706; in the data active = inhibition above about 12%
Starred values were filed as active, the others as inactive; i = inactive; ? = inconclusive; nt = no result given; & = joins results of further samples. Rule as the data show it, unless noted: active = inhibition above about 30%; inconclusive = no clear call, values can overlap the other calls; inactive = below that. This is a subset; the hit share may differ from the screen's.

Screens in order – Anthrax LF inh2	BoNT-A LC inh2	TcdB GH inh	Y pestis TopoI	PfHsp40 rescue	PriA SSB inh	Vc quorum ag	3CLpro inhibitor	PrPC surface inh
> C/C(=N/N=C/c1ccccc1O)c1ccccc1O
  4	-1.5	-0.4	0	-0.5	nt	i	-1	5
> COc1cc(NC(=O)COC(=O)Cn2cnc3c2c(=O)n(C)c(=O)n3C)cc(OC)c1
  -2	-0.4	2.5	5	1.7	0	-0.8	nt	3
> OCCN(CC#CC(O)(c1ccccc1)C1CCCC1)CCO (stereo not drawn)
  -1	0.5	nt	4	-0.1	0	-0.1	-1	-3
> O=C(CO)N/N=C/c1cccc(Cl)c1Cl
  0	-0.2	nt	-1	0.2	nt	i	-1	-5
> O=C(O)CC12CC3CC(C1)CC(n1ncc(NCc4ccc(F)cc4Cl)c(Cl)c1=O)(C3)C2
  -1	0.2	0.8	-5	1.7	-3	i	0	5
> CN(C)C(=O)/C(=C/c1cn(-c2ccccc2)nc1-c1cccc([N+](=O)[O-])c1)NC(=O)c1ccccc1
  -2	1.6	nt	14	-0.4	-9	i	-1	-2
> CCOC(=O)N1CCN(C(c2ccc(C(C)C)cc2)c2sc3nc(C)nn3c2O)CC1 (stereo not drawn)
  -6	0.6	2.4	25	-0.9	1	-0.6	-1	12
> S=c1[nH]nc(CSCCOc2ccccc2)o1
  -1	-0.1	-0.2	-4	-0.6	-12	-0.3	8	-4
> CCC/C=C/c1ccc(CN2C(CC(C)C)C(=O)N(Cc3cn(Cc4ccco4)nn3)CCS2(=O)=O)cc1 (stereo not drawn)
  -5	-0.2	1.1	36	nt	nt	-0.4	nt	1
> CCCCOc1ccc(C(=O)N=c2sccn2C)cc1OC
  0	-7.1	-0.5	-2	1.4	0	i	0	-3
> CCCn1c(=N)n(CCOc2ccc(OC)cc2)c2ccccc21
  -1	-0.2	nt	6	-0.5	-12	0.6	-1	6
> Cc1cnc(NC(=O)Cc2ccc(Br)cc2)s1
  18	1.4	1.4	-22	-2.2	-14	i	-2	-2
> O=C(O)c1ccc(Cl)c(S(=O)(=O)Nc2ccc(S(=O)(=O)N3CCCC3)cc2)c1
  2	5.9	-0.1	4	0.3	-17	0.2	nt	-4
> Cc1ccccc1N1CCN(CC(=O)Nc2nccs2)CC1
  9	0.0	0.7	7	-0.2	-1	-1.2	2	-8
> CC1(C)CC[C@]2(C(=O)O)CC[C@]3(C)C(=CC[C@@H]4[C@@]5(C)CC[C@H](O)C(C)(C)[C@@H]5CC[C@]43C)[C@@H]2C1
  -2	0.1	0.5	13	0.5	-13	i	nt	-2
> O=C(N=C1SC2CS(=O)(=O)CC2N1Cc1ccc(F)cc1)C1CC1 (stereo not drawn)
  3	1.4	0.9	3	0.2	4	-0.2	-8	-4
> Cc1cc(C)nc(SCC(=O)c2ccc([N+](=O)[O-])cc2)n1
  -2	0.0	nt	6	-1.2	6	-0.2	-1	-4
> Cc1c(Cl)c([N+](=O)[O-])nn1CC(=O)N1CCCC1
  0	-0.3	0.5	-3	1.7	7	-0.2	-2	-3
> O=C(c1ccccc1Cl)N(Cc1ccccc1F)N1C(=O)CCCC1=O
  -5	-0.5	-0.6	3	-0.3	-2	i	0	1
> CN(C)S(=O)(=O)c1ccc(C(=O)Nc2nnc(SCc3cccc4ccccc34)s2)cc1
  -3	-0.3	0.6	-7	-0.7	9	-0.3	5	3
> CC(=O)Nc1cccc2c1C(=O)N(c1ccccc1OC(C)=O)C2=O
  -1	-0.9	-0.8	-2	-1.1	-4	-4.5	-1	-1
> Cc1cccc(C)c1NC(=O)C(C)N1CCCCC1 (stereo not drawn)
  -16	0.3	-0.2	2	0.1	-4	0.2	2	0
> CC1CN(C(=O)Cn2cc(SCC(=O)N3CCOCC3)c3ccccc32)CC(C)O1 (stereo not drawn)
  -1	-1.9	0.3	1	-0.6	-9	i	4	2
> COc1ccc(NC(=O)c2ccc(Br)o2)cc1
  -2	0.0	3.1	2	-0.8	11	i	-1	4
> CCc1nnc(NC(=O)CSc2nc(-c3ccccc3)cc(-c3ccc(OC)cc3)c2C#N)s1
  -1	0.7	nt	5	0.5	-10	-2.7	0	7
> O=C(CSc1ncn[nH]1)N/N=C/c1ccc(C(F)(F)F)cc1
  0	-0.1	1.7	15	-0.3	nt	-0.2	-5	-7
> CCN1C(=O)CC(C(=O)NCCc2ccc(S(N)(=O)=O)cc2)SC1=Nc1ccc(OC)cc1 (stereo not drawn)
  -1	0.0	0.1	-11	2.3	8	-0.3	3	-1
> CCOc1cc(C2/C(=C(/O)c3ccc(S(=O)(=O)N4CCCCC4)cc3)C(=O)C(=O)N2CCOC)ccc1O (stereo not drawn)
  1	-1.3	1.2	5	0.1	nt	-0.2	0	-6
> COc1cc(C(=O)Nc2ccc(S(=O)(=O)N3CCCCC3C)cc2)cc(OC)c1OC (stereo not drawn)
  -17	-0.3	nt	7	3.0	-2	-0.3	-2	15
> COc1ccc(S(=O)(=O)NC(=O)C2(C)CCN2C(=O)c2ccc(C(F)(F)F)nc2C)cc1 (stereo not drawn)
  -2	0.0	0.2	3	nt	nt	-0.4	nt	-5
> COc1cc2c(cc1OC)CN(C(=O)NS(=O)(=O)c1ccc(C)cc1)CC2
  -16	-0.9	nt	7	-0.3	-6	nt	5	8
> CSc1ccccc1C(=O)Nc1ccccc1C
  2	-0.3	0.0	-2	-0.5	-5	-0.2	-4	1
> Cc1ccc(S(=O)(=O)N2CCOCC2)cc1NC(=O)C1=NN(c2ccccc2)C(=O)CC1
  1	1.5	1.4	4	0.7	1	i	-5	1
> COC(=O)Cn1c(=O)c(C)nc2ccccc21
  -6	0.2	1.2	0	-1.0	-5	-1.1	1	3
> COc1ccc(C2CC(c3ccccc3)=NN2C(=O)COC(=O)c2ccc(S(C)(=O)=O)cc2)cc1 (stereo not drawn)
  nt	nt	1.3	26	1.3	-16	i	nt	2
> O=C(NC(Cc1c[nH]c2ccccc12)C(=O)O)/C(=C/c1ccc(F)cc1)NC(=O)c1ccccc1 (stereo not drawn)
  -10	-0.4	1.7	-5	-2.3	-11	-0.2	3	1
> COCCN(C(=S)Nc1c(C)cccc1C)C(C)c1cccs1 (stereo not drawn)
  -4	-1.0	0.3	6	2.8	-18	-0.5	-1	5
> COc1ccc(C2=C(Nc3ccc(F)cc3)c3ccccc3C2=O)cc1
  0	0.0	nt	-21	-0.3	3	-0.4	2	-8
> O=C(O)COc1c(-c2ccccc2)oc2ccccc2c1=O
  -2	0.4	nt	-8	-0.9	-9	2.2	1	6
> CC1(C)CC(=O)C(CC(=O)Nc2ccc(S(N)(=O)=O)cc2)=C(O)C1
  -10	-2.4	1.0	-2	0.5	-16	0.3	1	-2
> CN(C)c1cccc(C(=O)OCC(=O)Nc2ccccc2-c2ccccc2)c1
  -2	-0.6	nt	10	-1.1	-3	i	1	-1
> Cc1oc(-c2ccccc2F)nc1CS(=O)(=O)CC(=O)NCCCN(C)C1CCCCC1
  2	-13	nt	9	-0.1	-1	-0.3	4	5
> CCC1Oc2ccc(C)cc2N(CC(=O)N(Cc2ccc(C)o2)C2CCCC2)C1=O (stereo not drawn)
  -6	-0.9	nt	24	2.1	3	i	4	18
> O=C(N/N=C/c1cccnc1)c1ccc(NC(=O)C(c2ccccc2)c2ccccc2)cc1
  0	-1.9	-0.6	-2	-1.7	nt	0.1	-3	13
> O=C(COc1ccccc1[N+](=O)[O-])Nc1ccc2c(c1)OCO2
  -3	0.4	1.3	-6	-1.0	20&-7	-0.3	4	4
> COc1ccc(N2C(=O)C3C4C=CC(C5CC45)C3C2=O)c([N+](=O)[O-])c1 (stereo not drawn)
  11	0.0	nt	-5	0.9	5	17*	-4	-7
> OC(c1cccs1)(c1cccs1)C1C[N+]2(CF)CCC1CC2 (stereo not drawn)
  1	-0.8	1.2	-8	0.2	-3	1.5	2	0
> CCN1CCN(c2ccc(S(=O)(=O)N3CCCCC3)cc2NC(=O)c2cccc(C)c2[N+](=O)[O-])CC1
  ?	5.7	-0.3	-9	-0.3	5	-5.3	nt	-5
> CCOC(=O)C1=C(O)CSC1=Nc1cccc(Cl)c1
  0	0.6	nt	1	-1.4	-1	-0.4	-6	-3
> NS(=O)(=O)c1cccc(NC(=O)CC(NC(=O)c2ccccc2Cl)c2ccccc2)c1 (stereo not drawn)
  9	-1.5	-3.0	-4	-0.2	-17	i	-3	6
> CCNC(=S)NNC(=O)c1csc2c1CCC(C)C2 (stereo not drawn)
  0	-0.1	nt	1	0.1	-18	-4.5	4	6
> C[C@H](CO)N1C[C@H](C)[C@@H](CN(C)S(=O)(=O)c2ccc(F)cc2)Oc2ccc(NC(=O)Nc3ccc(C(F)(F)F)cc3)cc2C1=O
  -17	-2.0	-0.1&2.0	8	0.4	2	-8.1	nt	-4
> CN1C(=O)C(CC(=O)NCC2CCCCC2)SC1=Nc1ccccc1 (stereo not drawn)
  0	-0.4	0.9	10	1.4	-19	1.1	3	6
> COc1ccc(N=C2SCC(c3ccc(C)cc3)=NN2CCO)cc1
  17	?	-0.3	-8	2.6	-6	-1.4	-2	-2
> O=C(NCc1ccco1)C1CCN(S(=O)(=O)c2ccccc2C(F)(F)F)CC1
  -8	-0.1	-2.0	2	-0.5	1	0.0	nt	-3
> Cc1cccc(N=C2NC(=O)/C(=C/C=C/c3ccco3)S2)c1C
  -2	1.9	nt	-9	-0.5	-7	-0.3	6	-8
> Cc1cc2nc(-c3ccc(F)cc3)c(CC(C)(C)C)n2c(C)c1Br
  -1	-0.1	0.3	nt	nt	nt	nt	nt	-1
> CSc1ccc(/C=N/Nc2nc(C)cc(C)n2)cc1
  -2	-0.3	2.4	7	2.7	nt	i	-4	-10
> Cc1ccc(-n2nc3c(=O)n(CCCC(=O)NCc4ccc(Cl)cc4)nc(C)c3c2C)cc1
  0	0.7	-3.6	32	0.0	-7	i	-1	8
> CCOC(=O)[C@@H]1[C@H]2COc3ccc(Br)cc3[C@@H]2N2C(=O)N(c3cccc(Cl)c3)C(=O)[C@@]12C
  -4	-0.3	-1.1	-17	1.5	-7	-0.4	nt	0

(cont.)
Screens in order – Anthrax LF inh2	BoNT-A LC inh2	TcdB GH inh	Y pestis TopoI	PfHsp40 rescue	PriA SSB inh	Vc quorum ag	3CLpro inhibitor	PrPC surface inh
> O=C(CCS(=O)(=O)c1ccccc1)Nc1nc(-c2cccs2)cs1
  -9	0.7	2.0	-6	-0.4	-10	-0.2	1	-9
> O=C(NCCCCc1ccccc1)C1CC(c2ccc([N+](=O)[O-])cc2)=NO1 (stereo not drawn)
  2	0.2	-1.2	23	0.4	6	0.8	-4	-4
> CC(=O)Nc1ccc(C(=O)OCC(=O)NC(=O)NCc2ccccc2)cc1
  0	-0.5	-0.1	-2	nt	nt	-1.4	nt	5
> Cc1cc(NC(=O)CC2CCCC2)ccc1Br
  -2	0.0	0.7	4	4.6	-21	0.1	0	4
> CCOC(=O)C1CCCN(CCC(=O)Nc2ccccc2)C1 (stereo not drawn)
  -1	-0.9	nt	-10	0.0	-2	i	-2	-4
> Cc1ccc(/C(O)=C2\C(=O)C(=O)N(C)C2c2ccc(Br)cc2)cc1 (stereo not drawn)
  2	0.9	-0.6	0	-1.3	nt	2.4	5	0
> Cc1cnc(C(=O)Nc2ccc(C)c(S(=O)(=O)N3CCCCCC3)c2)cn1
  -1	-1.8	1.5	15	1.9	-26	-2.8	nt	0
> COc1nc(NCc2ccco2)nc(N2CCC(C)CC2)n1
  -1	-0.9	nt	-7	-0.7	-17	-1.0	-4	4

Single records, as listed above. Values in the order: Anthrax LF inh2 | BoNT-A LC inh2 | TcdB GH inh | Y pestis TopoI | PfHsp40 rescue | PriA SSB inh | Vc quorum ag | 3CLpro inhibitor | PrPC surface inh
O=C(CCS(=O)(=O)c1ccccc1)Nc1nc(-c2cccs2)cs1 across the screens: -9 | 0.7 | 2.0 | -6 | -0.4 | -10 | -0.2 | 1 | -9
Cc1cnc(C(=O)Nc2ccc(C)c(S(=O)(=O)N3CCCCCC3)c2)cn1 across the screens: -1 | -1.8 | 1.5 | 15 | 1.9 | -26 | -2.8 | nt | 0

Source: PubChem BioAssay
